STAT3 act: STAT3 signaling activation | U3A cells, IL-6 STAT3-luciferase reporter, luminescence; 100% = signal with IL-6 EC80 alone | activation (% of control), % at 5.6 µM | 190,000 compounds, 0.91% hits | AID 871;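 active means activation above the screen-wide mean of compound activation plus 3 SD, cut at about 130% in these data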;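 further: 0% = background luminescence of wells with medium and substrate only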
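Test system: Human STAT1-deficient U3A cells with stable STAT3-luciferase reporter | Also added: Interleukin-6, 33 ng/mL | Timing: Compound pre-incubation 1 h before IL-6, then 6 h stimulation at 37 °C | Technique: Luciferase reporter luminescence | Read-out: Percent of IL-6-only median luminescence | Benchmarks: IL-6-only wells as 100% reference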
STAT1 blocker: STAT1 signaling inhibition. NIH 3T3 STAT1-luciferase reporter, IFN-gamma, luminescence. inhibition, % at 5.5 µM. 200,000 compounds, 0.35% hits. AID 920;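 active means inhibition above a set limit, the mean inhibition across all tested compounds plus 3 SD, cut at about 34% in these data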;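 further: 0% = IFN-gamma with DMSO and 100% = IFN-gamma with 300 µM nifuroxazide; values of inactives mirror those of a sister screen read the other way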
STAT1 activator: increases IFN-gamma driven STAT1 reporter signal. NIH 3T3 STAT1-luciferase reporter, luminescence; 100% = IFN-gamma alone, no compound. activation (% of control), % at 5.5 µM. 200,000 compounds, 2.6% hits. AID 932;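 active means activation above the screen-wide mean activation plus 3 SD, cut at about 130% in these data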;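 further: raw ratio to IFN-gamma control signal so 100% means no change and 0% no light; values of inactives mirror those of a sister screen read the other way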
APP 5'UTR act: APP 5'UTR luciferase reporter activation; activation, % at 2 µM; SH-SY5Y APP 5'UTR luciferase reporter, luminescence; zero percent = DMSO vehicle wells; 190,000 compounds, 1% hits;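 active means activation above a set limit, based on mean plus 3 SD of controls, cut at about 140% in these data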; further: values of inactives mirror those of a sister screen read the other way
RAM inhibit: yeast RAM network inhibition; S. cerevisiae dse1pr::URA3 reporter, 5-FOA growth OD615, 2 d; analog-sensitive cbk1-as2 kinase mutant strain; inhibition, % at 50 µM; 190,000 compounds, 1.8% hits;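 active means inhibition above a set limit, 3 SD over mean compound inhibition, cut at about 8.4% in these data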;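 further: 0% = DMSO-only wells with no growth and 100% = 10 µM 1-NA-PP1 full growth; inhibition rescues growth on 5-FOA so higher OD means more RAM inhibition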
FLuc inhib CS: inhibits firefly luciferase, flagging false hits in luciferase inhibition screens; P08659; ATPLite firefly luciferase biochemical luminescence, 10 min; inhibition, % at 10 µM; 200,000 compounds, 1.5% hits; AID 1006;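 active means inhibition above about 50% when tested at 10 µM, limit read from the data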
Target sequence (P08659 whole entry, looked up): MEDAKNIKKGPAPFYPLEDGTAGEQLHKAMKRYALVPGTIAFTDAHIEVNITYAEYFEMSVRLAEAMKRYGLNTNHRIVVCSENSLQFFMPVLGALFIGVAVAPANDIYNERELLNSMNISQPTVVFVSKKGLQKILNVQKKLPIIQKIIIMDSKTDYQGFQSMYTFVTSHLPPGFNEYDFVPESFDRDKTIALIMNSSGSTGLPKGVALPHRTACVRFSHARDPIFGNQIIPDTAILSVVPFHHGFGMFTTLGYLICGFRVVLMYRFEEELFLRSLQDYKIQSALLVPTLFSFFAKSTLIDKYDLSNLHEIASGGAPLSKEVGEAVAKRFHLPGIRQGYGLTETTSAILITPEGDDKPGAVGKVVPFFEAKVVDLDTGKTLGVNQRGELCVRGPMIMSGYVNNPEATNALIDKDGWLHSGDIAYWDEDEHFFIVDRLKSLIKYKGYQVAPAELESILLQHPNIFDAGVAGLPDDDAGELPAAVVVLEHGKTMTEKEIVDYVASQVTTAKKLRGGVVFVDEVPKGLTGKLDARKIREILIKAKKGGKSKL
Hsp70 act: transcriptional activators of Hsp70; HeLa Hsp70 promoter luciferase reporter, luminescence; scaled: vehicle 0, proteasome-inhibitor control 100%; activation, % at 10 µM; 200,000 compounds, 0.04% hits; AID 1203;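 active means activation above the mean across all tested compounds plus 3 SD, cutoff set per campaign, cut at about 5.5% in these data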;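 further: 100% = MG132 at 30 µM as the positive control and 0% = DMSO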
APP 5UTR inh: APP translation inhibition | SH-SY5Y APP 5'UTR-luciferase reporter, luminescence | inhibition, % at 2 µM | 190,000 compounds, 0.82% hits | AID 1285;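 active means inhibition above a set limit, derived from the sample mean plus 3 SD, cut at about 45% in these data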; further: values of inactives mirror those of a sister screen read the other way
NF-kB expr up: compounds increasing NF-kB expression in human neuronal cells | 190,000 compounds, 1.6% hits | NF-kB reporter expression; hits give high values | AID 1239 | fold change at 12.5 µM; in the data active means fold change above about 3.3
STAT3 blocker: inhibitors of IL-6 induced STAT3 signaling; U3A cells, IL-6 STAT3-luciferase reporter, luminescence; host cell line lacks STAT1; inhibition, % at 5.5 µM; 190,000 compounds, 0.89% hits;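 active means inhibition above the mean inhibition across all screened compounds plus 3 SD, cut at about 44% in these data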;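 further: 0% = DMSO only wells and 100% = 100 µM nifuroxazide control wells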
* marks the source's active call; other numbers are inactive results; . = not tested or not shown.

SMILES	STAT3 act	STAT1 blocker	STAT1 activator	APP 5'UTR act	RAM inhibit	FLuc inhib CS	Hsp70 act	APP 5UTR inh	NF-kB expr up	STAT3 blocker
CC(C)Oc1ccccc1OCCCOc1cccc2cccnc12	103	15	85	20	2.1	-4	-0.1	-20	0.87	7
S=c1nc(-c2cc(Cl)ccc2Cl)[nH][nH]1	105	-3	102	14	1.1	-1	0.2	-14	0.93	1
CNC(=O)c1ccsc1NC(=O)c1ccc(S(=O)(=O)N2CCCc3ccccc32)cc1	88	5	95	5	4.5	1	-0.3	-5	0.37	13
O=C(N=Nc1c(O)[nH]c2ccccc12)c1cccc(S(=O)(=O)N2CCCCC2)c1	99	-6	106	17	3.6	0	-0.1	-16	1	1
Cc1ccc(/C=N/NC(=O)C2(O)c3ccccc3-c3ccccc32)o1	90	-1	100	-7	0.0	0	0.0	7	1	12
CCOc1ccc(/C=N/OCC(=O)NCc2cccs2)cc1	108	5	95	-2	0.8	0	-0.2	2	0.95	-11
COc1ccc(S(=O)(=O)Cc2ccc(C(=O)NC3CC3)o2)cc1	100	1	99	-10	2.3	-1	-0.1	10	0.99	8
C=CCNC(=S)NNC(=O)COc1ccc2cc(Br)ccc2c1	99	-58	152*	66	1.8	-1	0.3	-66	3.4*	5
CCOC(=O)/C=C1\CC(=O)Nc2nonc2N1	96	1	99	4	0.8	-8	0.1	-4	0.88	9
NC(=O)CN1CCN(C(=O)Nc2ccccc2)CC1	103	6	95	16	0.8	-4	-0.2	-16	0.95	-3
C#CCn1cc(C=C2C(=O)c3ccccc3C2=O)c2ccccc21	124	3	97	-3	-1.0	7	0.0	3	0.95	-28
Cc1ccccc1NC(=O)/C(C#N)=C\c1cn(CC(=O)O)c2ccccc12	97	-9	107	8	1.0	0	-0.1	-8	1.1	6
COc1ccc(C(=O)Nc2nc(-c3ccc([N+](=O)[O-])cc3)c(-c3ccccc3)s2)cc1	100	10	91	-9	.	.	-0.4	8	.	10
CCCCOc1ccc(CSc2nnc(C)n2N)cc1[N+](=O)[O-]	108	1	97	18	-1.3	-2	0.0	-18	1	-4
CC(C)(C)NC(=O)CSc1n[nH]c(=O)n1-c1ccccc1	98	0	99	13	0.7	-5	-0.3	-13	0.92	8
COC(=O)c1cn(NC(=O)c2ccc3c(c2)OCO3)c(=O)c2ccccc12	91	7	94	-12	1.7	-5	-0.2	12	1	17
Cc1nn(C)c(C)c1NC(=O)c1cc2nc(-c3ccco3)cc(C(F)(F)F)n2n1	91	-2	100	-14	0.0	-2	-0.1	14	0.85	17
Cc1nn(Cc2ccccc2Cl)c(C)c1NC(=O)Cn1nc([N+](=O)[O-])c(Cl)c1C	102	-3	103	-1	0.2	0	0.2	1	0.96	1
CC1=C(C(=O)Nc2ccccc2Cl)C(c2ccc(N(C)C)cc2)NC(=O)N1 (configuration not stated)	103	3	97	7	-0.4	-3	-0.5	-7	0.85	4
CCOC(=O)c1cnc2c(OC)cccc2c1NCc1cccnc1	99	8	93	10	4.0	-8	-0.3	-10	1.1	4

At a glance, part of the list above:
SMILES	STAT3 act	STAT1 blocker	STAT1 activator	APP 5'UTR act	RAM inhibit	FLuc inhib CS	Hsp70 act	APP 5UTR inh	NF-kB expr up	STAT3 blocker
Cc1ccccc1NC(=O)/C(C#N)=C\c1cn(CC(=O)O)c2ccccc12	97	-9	107	8	1.0	0	-0.1	-8	1.1	6
COc1ccc(C(=O)Nc2nc(-c3ccc([N+](=O)[O-])cc3)c(-c3ccccc3)s2)cc1	100	10	91	-9	.	.	-0.4	8	.	10
CCCCOc1ccc(CSc2nnc(C)n2N)cc1[N+](=O)[O-]	108	1	97	18	-1.3	-2	0.0	-18	1	-4
CC(C)(C)NC(=O)CSc1n[nH]c(=O)n1-c1ccccc1	98	0	99	13	0.7	-5	-0.3	-13	0.92	8
COC(=O)c1cn(NC(=O)c2ccc3c(c2)OCO3)c(=O)c2ccccc12	91	7	94	-12	1.7	-5	-0.2	12	1	17
Cc1nn(C)c(C)c1NC(=O)c1cc2nc(-c3ccco3)cc(C(F)(F)F)n2n1	91	-2	100	-14	0.0	-2	-0.1	14	0.85	17
Cc1nn(Cc2ccccc2Cl)c(C)c1NC(=O)Cn1nc([N+](=O)[O-])c(Cl)c1C	102	-3	103	-1	0.2	0	0.2	1	0.96	1
CC1=C(C(=O)Nc2ccccc2Cl)C(c2ccc(N(C)C)cc2)NC(=O)N1 (configuration not stated)	103	3	97	7	-0.4	-3	-0.5	-7	0.85	4
CCOC(=O)c1cnc2c(OC)cccc2c1NCc1cccnc1	99	8	93	10	4.0	-8	-0.3	-10	1.1	4

The listing continues.
SMILES	STAT3 act	STAT1 blocker	STAT1 activator	APP 5'UTR act	RAM inhibit	FLuc inhib CS	Hsp70 act	APP 5UTR inh	NF-kB expr up	STAT3 blocker
S=C(Nc1cccnc1)Nc1cccc2cnccc12	104	8	90	1	1.9	-2	1.2	-1	0.96	0
Cc1cccc2c1-c1sc(C(=O)Nc3cccc([N+](=O)[O-])c3C)cc1CO2	86	2	98	5	2.5	3	-0.4	-5	0.98	23
Cc1ccc(S(=O)(=O)CCc2nnc(NC(=O)c3cccs3)s2)cc1	102	-4	104	-3	1.3	-6	-0.5	3	1.1	4
CCOC(=O)N1CCC(N2Cc3cccc(C(=O)NCc4ccccn4)c3C2=O)CC1	94	8	93	2	0.9	-6	-0.4	-2	1.2	12
Cc1ccc(C2=CC(C)(c3ccc(C)cc3)Nc3nc(C(F)(F)F)nn32)cc1 (configuration not stated)	79	-13	112	5	2.4	-8	0.1	-6	1.2	20
CCN1CCc2nc(NC(=O)c3ccc(S(=O)(=O)N(C)C)cc3)sc2C1	100	-9	106	20	1.9	10	0.0	-20	0.97	2
O=C(Nc1ccccc1Oc1ccccc1)c1cccc([N+](=O)[O-])c1	101	-2	102	0	1.2	-4	0.0	0	0.73	6
COc1ccc(C(C)C)cc1S(=O)(=O)n1cnc(C)c1	103	-3	103	-1	-0.9	-6	-0.4	1	1.1	4
O=C(COC(=O)c1c(Cl)ccc(Cl)c1Cl)NC(=O)NCc1ccccc1	102	-9	108	1	4.9	-6	-0.3	-1	1.4	0
COc1ccc(C(=O)NNC(=O)CSc2nc3c([nH]2)c(=O)n(C)c(=O)n3C)cc1	101	5	95	21	1.2	1	-0.2	-21	1.3	3
CC(C)Cc1ccc(S(=O)(=O)N2CCOCC2)cc1	102	-6	106	6	2.0	-4	0.2	-6	1.1	5
CC[N+]1(C)CCC(=C2c3ccccc3CC(=O)c3sccc32)CC1 (configuration not stated)	108	-4	104	20	0.9	-7	0.2	-20	0.92	-5
CCN(CC)c1ccc(C(=O)N/N=C/c2ccc(N3CCOCC3)cc2)cc1	97	-18	117	-9	5.7	-7	-0.4	9	0.95	9
Cc1cc(=O)[nH]c(SCC(=O)Nc2nnc(SCc3ccccc3)s2)n1	103	14	86	16	1.7	2	-0.3	-16	1	0
Cc1ccc(-c2cc(C(=O)Nc3nccs3)c3ccccc3n2)c(C)c1	97	-4	104	-4	1.5	4	-0.5	4	0.55	6
N#Cc1c(/N=C/c2cc3ccccc3s2)sc2c1CCC2	98	-20	118	12	2.0	18	-0.2	-12	0.76	5
CC1CCN(C(=O)Cn2cnc3c(cnn3C(C)(C)C)c2=O)CC1	108	-28	126	26	-1.1	8	-0.3	-26	1.7	-6
COc1cccc(OC)c1C(=O)Nc1nc(COc2ccccc2)cs1	95	-12	111	-6	3.1	2	0.0	6	1.3	9
CC1(C)Oc2ccc(C(=O)N3CCOCC3)cc2N(CC(=O)Nc2ccccc2)C1=O	96	5	97	2	0.1	-3	-0.2	-2	1.1	11
O=C(NN1C(=O)C2C3C=CC(O3)C2C1=O)c1cccc(O)c1 (configuration not stated)	92	-5	104	-2	1.0	-2	-0.2	2	1.1	5
Cc1ccc(OCC(=O)NNC(=O)c2ccoc2C)c(Br)c1	95	1	99	-2	1.3	8	-0.2	2	0.99	3
CC(=O)Nc1nc(-c2ccc3c(c2)CCO3)cs1	82	-44	141*	80	1.9	10	0.3	-80	2.6	28
CCOc1ccc(C(=O)CSCC(=O)O)cc1	105	-7	105	33	0.5	3	0.0	-33	1	5
N=c1c(C(=O)NCc2ccco2)cc2c(=O)n3ccccc3nc2n1CC1CCCO1 (configuration not stated)	101	-13	112	-10	.	.	0.3	10	.	-1
Cc1ccccc1NC(=O)C1(NC(=O)c2cccc(N3C(=O)CSC3c3ccccc3)c2)CCCCC1 (configuration not stated)	100	-1	101	18	2.9	1	-0.2	-18	0.44	4
COc1ccc(F)cc1C(=O)C1CCCN(C(=O)CCN2CCCCO2)C1 (configuration not stated)	106	2	97	5	2.5	-8	-0.1	-5	1.5	6
CC1CCCCN1C(=S)NCc1ccco1 (configuration not stated)	98	4	96	-36	1.4	-9	-0.1	36	1.3	6
N#Cc1ccc(CSc2nnc(-c3cccnc3)o2)cc1	96	-5	103	4	1.4	-6	0.0	-4	1.1	12
Cc1ccc(SCCC(=O)NCc2ccccn2)cc1	100	-4	101	11	0.0	-1	0.2	-11	1.2	8
CC(CC(=O)Nc1cc([N+](=O)[O-])ccc1Cl)c1ccccc1 (configuration not stated)	86	-3	103	0	3.6	-4	-0.1	0	0.79	27
Cc1cc2[nH]cnc2c([N+](=O)[O-])c1C	95	-5	103	9	0.2	-6	-0.3	-9	1.4	12
Cc1ccc(NC(=O)CSc2nnc(-c3cnccn3)n2-c2ccccc2)cc1	104	7	93	29	3.0	-6	-0.2	-29	0.95	1
COc1ccc(Nc2nc(N)nc(CSC(=S)N3CCCCC3)n2)cc1	116	-28	129*	13	1.2	3	0.2	-13	1.5	-14
Cc1cccc(N=c2c([N+](=O)[O-])nn(-c3ccc(Cl)cc3)n2O)c1	94	-4	104	21	2.7	-9	0.0	-21	1.5	8
O=C1CC(c2ccccc2)Cc2nc(N3CCc4ccccc4C3)ncc21 (configuration not stated)	104	7	94	13	3.4	-5	-0.3	-13	1.2	-1
O=C(NCc1nc2ccccc2[nH]1)C1CCCCC1	92	-11	109	5	1.4	-7	0.0	-5	1.3	15
O=C(CCN1C(=O)c2ccccc2C1=O)Nc1sc2c(c1C(=O)NCc1ccco1)CCCC2	102	2	98	7	1.6	4	-0.2	-7	0.7	1
CNC(=O)c1cc(Nc2nnc(C)c3ccccc23)ccc1OC	88	8	92	-7	1.6	-5	-0.4	7	1.1	14
O=C(COC(=O)C1CC1)c1c[nH]c2ccccc12	121	-9	108	71	-1.4	18	0.1	-71	2.2	-20
CCN1C(=O)CS/C1=C(\C#N)S(=O)(=O)c1ccccc1	98	-4	105	-11	1.4	-16	0.1	11	0.89	4

Compounds were not picked by outcome; 7.7% or so of the library scored in one or more.
